HTT ATP protect: cytoprotection in Huntington HTT-Q103 PC12 cell model; Potency, µM (top dose mostly 56.4 µM), for the others: cytoprotection (ATP increase), hits mostly activators; PC12 HTT-Q103 induced, cytoprotection, ATP luminescence, 40 h; AID 1471; 230,000 compounds, 0.14% hits;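 further: % of control where 0% means no effect; nearly all actives have a fitted effect of over 45% in size; toxic huntingtin expression switched on by the ecdysone agonist tebufenozide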
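Quantitative HTS on tebufenozide-induced (100 nM) PC12 cells expressing HTTQ103 exon 1–GFP; compounds tested as a concentration series; survival measured via cellular ATP.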
aGal spleen mod: alpha-galactosidase A (human) modulation; P06280; AID 2107; human spleen homogenate, 4MU-alpha-Gal fluorescence, 40 min; 240,000 compounds, 0.008% hits; Potency, µM (doses to about 80 µM), for the others: top-dose activity change, negative = inhibition, usual class: inhibitors;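 further: 0% = enzyme with vehicle and -100% = no enzyme basal signal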
Target sequence (P06280 32-429 limits assumed): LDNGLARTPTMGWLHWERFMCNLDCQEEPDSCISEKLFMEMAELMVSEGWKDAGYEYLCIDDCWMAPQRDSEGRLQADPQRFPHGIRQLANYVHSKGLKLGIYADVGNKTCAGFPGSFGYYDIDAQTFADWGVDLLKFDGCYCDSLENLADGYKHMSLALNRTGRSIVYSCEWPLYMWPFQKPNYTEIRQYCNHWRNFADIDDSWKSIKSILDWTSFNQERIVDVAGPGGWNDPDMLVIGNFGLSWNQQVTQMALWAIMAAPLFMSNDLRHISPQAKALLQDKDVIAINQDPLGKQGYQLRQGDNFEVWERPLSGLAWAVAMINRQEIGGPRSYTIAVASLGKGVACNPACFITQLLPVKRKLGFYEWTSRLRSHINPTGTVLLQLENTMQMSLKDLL
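Inhibition or activation of alpha-galactosidase in human spleen homogenate is scored by 4-MU fluorescence after 40 min at 37C, pH 5.0, with 1 mM substrate. AC50s come from concentration-response fitted to the Hill equation.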
GAA glycogen: GAA glycogen-cleavage inhibition or activation; P10253; recombinant GAA, glycogen substrate, Amplex Red glucose oxidase fluorescence; Potency, µM (highest dose often 76.4 µM), for inactives: at the highest dose activity change, negative = inhibition, hits mostly inhibitors; 300,000 compounds, 0.38% hits;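 further: 0% = full enzyme reaction and -100% = no-enzyme basal signal; the screen sought inhibitors and activators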
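Recombinant human enzyme (4 nM); glycogen substrate; 37 C, 40 min, pH 5.0. Readout: coupled glucose oxidase/Amplex Red fluorescence.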
GAA spleen mod: inhibitors or activators of human alpha-glucosidase in spleen homogenate. P10253. human spleen homogenate, 4-MU-alpha-glucoside fluorescence. Potency, µM (highest dose often 79.9 µM), inactives show at the top dose activity change, negative = inhibition, most hits filed as inhibitors. 240,000 compounds, 0.006% hits. AID 2112;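 further: 0% = enzyme with vehicle and -100% = no enzyme basal signal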
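Human spleen homogenate (1 ug) with 4-methylumbelliferyl-alpha-D-glucopyranoside (1 mM final) in 50 mM citrate/phosphate pH 5.0, 0.01% Tween-20; 40 min at 37 C. Stopped at pH 10; 4-MU fluorescence Ex 365/Em 440 nm; AC50 by Hill fit.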
Tau fluor counter: counter-screen for tau fibril formation inhibitors | tau K18 P301L Alexa594 fluorescence, heparin fibrillization | Potency, µM (highest dose often 57.7 µM), for the others: top-dose activity change, negative = decrease | 280,000 compounds, 0.93% hits; further: on the % scale 0 is the no-effect control and ±100 the full control effect; nearly all actives have a fitted effect of over 55% in size
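Human tau K18 P301L (15 uM unlabeled, 0.24 uM Alexa 594-labeled) in 100 mM sodium acetate pH 7 with 20 uM heparin, 6 hr at 37 C. ThT 30 uM added, 1 hr ambient; Alexa 594 FP and total fluorescence read at 555/632 nm.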
Tau ThT inhib: inhibitors of human tau fibril formation, thioflavin T binding; P10636; recombinant tau K18 P301L, heparin-induced fibrillization, ThT fluorescence; Potency, µM (highest dose often 57.4 µM), for inactives: at the top dose activity, negative = inhibition, actives largely listed as inhibitors; 270,000 compounds, 2.1% hits; further: on the % scale 0 is the no-effect control and ±100 the full control effect; nearly all actives have a fitted effect of over 55% in size
Target sequence (P10636 561-689 P618L limits assumed): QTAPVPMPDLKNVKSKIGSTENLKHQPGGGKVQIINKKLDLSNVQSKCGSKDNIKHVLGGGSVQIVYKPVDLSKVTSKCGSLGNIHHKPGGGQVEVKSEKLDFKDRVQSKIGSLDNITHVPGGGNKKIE
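ThT emission at 510 nm, taken 1 hr after adding 30 uM dye, quantifies aggregates formed when 20 uM heparin acts on human tau K18 P301L for 6 hr at 37 C.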
GAA inh: inhibitors of human lysosomal alpha-glucosidase | purified human GAA, 4-MU-alpha-glucoside fluorescence | 200,000 compounds, 0.005% hits | P10253 | Potency, µM (doses to about 76.9 µM), for inactives: at the top dose activity change, negative = inhibition, hits mostly inhibitors;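 further: plate controls were uninhibited enzyme wells for no effect and no-enzyme background for full effect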
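Fluorescence at Ex 365/Em 440 nm from 4-methylumbelliferone reported enzyme activity after 20 min at room temperature. Reactions used 4 nM enzyme and 400 uM substrate at pH 5.0; curves fitted with the Hill equation.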
Tau FP inhib: inhibitors of human tau fibril formation | K18 P301L tau heparin fibrillization, Alexa594 FP, 6 h | AID 1468 | Potency, µM (highest dose often 57.7 µM), inactives show at the highest dose activity, negative = inhibition, usual class: inhibitors | P10636 | 280,000 compounds, 0.39% hits; further: on the % scale 0 is the no-effect control and ±100 the full control effect; nearly all actives have a fitted effect of over 55% in size
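Heparin (20 uM) drove fibril formation of recombinant tau K18 P301L, 15 uM unlabeled with 0.24 uM Alexa 594 label, for 6 hr at 37 C in 100 mM sodium acetate pH 7. Fluorescence polarization (555/632 nm) read 1 hr after 30 uM ThT.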
Numbers without * were called inactive; ? = inconclusive; . = not tested or not shown; & = joins results of further samples; [ ] = another dose, or the depositor's remark. The call rests on the fitted dose curve; in most records, active means well fitted curve in the direction sought with a large enough effect; inconclusive means small, poorly fitted or top-dose-only effect, or another doubt; inactive means no such curve, though single readings can be large; an effect the other way counts as inactive or inconclusive. Potency means the concentration at half of the fitted maximal effect.

SMILES | HTT ATP protect | aGal spleen mod | GAA glycogen | GAA spleen mod | Tau fluor counter | Tau ThT inhib | GAA inh | Tau FP inhib
Cc1ccc(NC(=O)C2CCCN(S(=O)(=O)c3cccc4cccnc34)C2)cc1 (stereo not drawn) | . | . | -4.7%&-7.3%[76.3 µM] | . | -21.1% | -5.2% | . | -6.8%
O=C(NNc1ccc(Cl)nn1)c1ccc(Cl)cc1 | . | 0.8% | -7.1% | -3.1% | 12.4% | 8.4% | -3.2% | 2.1%
CCOc1cc(/C=N/NC(=O)C(C)Sc2ccccn2)ccc1O (stereo not drawn) | 3.5%[10 µM] | -0.8% | ? | -9.0% | -4.9% | -13.1% | -12.3% | -3.7%
CN1CCOCCOCCN(C)C(=O)N2CCOCCOCCN(CCOCC2)C1=O | -4.2% | 9.0% | 1.5% | 4.2% | -9.4% | -17.8% | 9.0% | -2.5%
O=S(=O)(NCCc1nnc2ccc(SCc3ccccc3Cl)nn12)c1ccccc1 | . | . | -6.6%[76.3 µM] | . | -12.2% | -11.3% | . | 0.1%
Cc1cc(NC(=O)CSc2nnc(-c3cccnc3)n2C2CCCCC2C)no1 (stereo not drawn) | -16.3% | -1.9% | -1.4% | -4.0% | -8.7% | -9.3% | 3.3% | -5.1%
CCCc1cc(=O)[nH]c(SCC(=O)NCCCC(=O)OCC)n1 | 6.2% | 3.9% | 8.5% | -0.6% | 1.2% | 9.2% | -7.5% | -0.7%
CC(=O)Nc1ccc(/C=C(\C#N)C(=O)NC2CCCCC2C)cc1 (stereo not drawn) | -58.9%[inhibitor] | -0.1% | -5.1% | . | 4.3% | 0.3% | -5.4% | 14.2%
CCOC(=O)C1=C(C)NC(=O)NC1c1ccc(OCC(=O)OC)c(OC)c1 (stereo not drawn) | -19.0% | 9.8% | -5.0% | -2.1% | 10.5% | 7.4% | 0.2% | 2.4%
CCOP(=O)(c1ccccc1)C(O)c1ccccc1 (stereo not drawn) | -3.0%[10 µM] | 8.0% | 0.2% | 4.1% | 11.6% | 6.5% | -4.1% | 6.5%
CCCOc1ccc(-c2nc(N)n[nH]2)cc1 | -51.6%[inhibitor] | 4.9% | 4.3% | 0.6% | -5.3% | 0.2% | ? | 3.1%
CC(C)C(NC(=O)c1ccccc1NC(=O)c1ccco1)C(=O)O (stereo not drawn) | -0.5%[10 µM] | 4.2% | -6.7% | 0.2% | -7.6% | -10.6% | -0.6% | ?
Nc1nnc(SCC(=O)NCCOc2ccccc2)s1 | 11.5%[10 µM] | ? | -3.3% | 2.5% | -4.3% | -0.6% | -4.4% | -0.4%
COc1cc(S(=O)(=O)N2CCN(C(=O)c3ccccc3F)CC2)c(OC)cc1NC(C)=O | -18.3% | -3.6% | 6.4% | 0.0% | 11.8% | 9.9% | -16.8% | -8.5%
CCCn1c(-c2ccc(F)cc2)nc2c(NC3CCN(Cc4ccccc4)CC3)nc(C)nc21 | -107.1%[inhibitor] | -6.2% | . | -1.1% | -10.6% | -7.3% | . | -3.6%
Cc1ccc(NC(=O)N2CCc3ccccc3C2)cc1 | -13.7% | 3.5% | -3.5% | -2.6% | -2.3% | 0.2% | -11.0% | 4.7%
COc1ccc([N+](=O)[O-])cc1NC(=O)C(C)N1CCN(C(=O)c2ccco2)CC1 (stereo not drawn) | -0.4%[10 µM] | 3.1% | 16.8% | -0.2% | -3.2% | 2.7% | ? | 3.3%
N[C@@H](Cn1cc(F)c(=O)[nH]c1=O)C(=O)O | -49.1%[inhibitor][1.9 µM] | 11.1% | . | -12.3% | -2.1% | -6.1% | . | 7.5%
CC1=C(C(=O)OCC2CCCCC2)C(c2c(F)cccc2Cl)CC(=O)N1 (stereo not drawn) | . | . | 14.2%[76.3 µM] | . | 4.8% | 2.4% | . | 7.3%
O=C1C2C3C=CC(C2C(=O)N1c1ccccc1O)C1C2C(=O)N(c4ccccc4O)C(=O)C2C31 (stereo not drawn) | 36.0%[10 µM] | -4.7% | 4.1% | -14.6% | -0.5% | 1.9% | -4.5% | 2.3%
COc1cccc(-c2csc(N3CCN(C(=O)Nc4ccccc4Cl)CC3)n2)c1 | 15.2%[10 µM] | 5.2% | -14.9% | 3.6% | -28.0% | ? | 5.2% | 4.1%
O=C(CSCc1ccccc1)Nc1nccs1 | 2.0% | -13.4% | 9.1% | -7.3% | -0.9% | -11.6% | -5.5% | -3.3%
CCCCc1ccc(NC(=S)NCCc2ccc(F)cc2)cc1 | . | 7.8% | ? | -1.6% | ? | -9.2% | -18.7% | -12.6%
CCOc1ncccc1C(=O)N1CCN(c2cccc(C)c2C)CC1 | -142.6%[inhibitor] | -1.6% | 2.6% | . | -10.8% | -7.5% | -4.0% | -11.0%
COc1ccc(CCNC(=O)c2ccc(-n3c(C)cc4c3CCC(C)C4)cc2)cc1OC (stereo not drawn) | . | . | 11.2%[76.3 µM] | . | -7.4% | ? | . | -9.4%
COc1ccc(S(=O)(=O)NC(CC(=O)NCc2ccco2)C(C)C)cc1 (stereo not drawn) | 13.3%[10 µM] | -5.5% | -0.4% | -7.1% | 2.9% | -6.9% | 1.5% | 6.7%
Cc1[nH]nc2c1C(c1c[nH]c3ccccc13)C(C#N)=C(N)O2 (stereo not drawn) | -2.9%[10 µM] | 2.0% | -19.0% | -0.1% | -11.3% | . | . | -1.2%
O=C(OC[C@@H]1CCCN2CCCC[C@H]12)c1cc2ccccc2oc1=O | . | -0.4% | -4.8% | 1.3% | 0.0% | -2.3% | 0.0% | 5.3%
CC1(C)CC(=O)c2c(-c3cccs3)n[nH]c2C1 | -9.0% | 7.0% | -1.0% | 2.7% | -7.5% | -4.4% | -4.9% | 7.5%
CC1CCCC(C)N1NC(=O)c1cccc(S(=O)(=O)N2CCc3ccccc32)c1 (stereo not drawn) | ? | -7.0% | 4.6% | -0.9% | -10.6% | -1.3% | 1.0% | -1.2%

Record cards (already shown).
Cc1[nH]nc2c1C(c1c[nH]c3ccccc13)C(C#N)=C(N)O2 (stereo not drawn) as listed: HTT ATP protect = -2.9%[10 µM]; aGal spleen mod = 2.0%; GAA glycogen = -19.0%; GAA spleen mod = -0.1%; Tau fluor counter = -11.3%; Tau ThT inhib = .; GAA inh = .; Tau FP inhib = -1.2%
COc1ccc(CCNC(=O)c2ccc(-n3c(C)cc4c3CCC(C)C4)cc2)cc1OC (stereo not drawn) as listed: HTT ATP protect = .; aGal spleen mod = .; GAA glycogen = 11.2%[76.3 µM]; GAA spleen mod = .; Tau fluor counter = -7.4%; Tau ThT inhib = ?; GAA inh = .; Tau FP inhib = -9.4%

4 compounds from above, limited to aGal spleen mod, GAA spleen mod and Tau ThT inhib:
| Structure | aGal spleen mod | GAA spleen mod | Tau ThT inhib |
| --- | --- | --- | --- |
| Nc1nnc(SCC(=O)NCCOc2ccccc2)s1 | ? | 2.5% | -0.6% |
| COc1cc(S(=O)(=O)N2CCN(C(=O)c3ccccc3F)CC2)c(OC)cc1NC(C)=O | -3.6% | 0.0% | 9.9% |
| CCCn1c(-c2ccc(F)cc2)nc2c(NC3CCN(Cc4ccccc4)CC3)nc(C)nc21 | -6.2% | -1.1% | -7.3% |
| Cc1ccc(NC(=O)N2CCc3ccccc3C2)cc1 | 3.5% | -2.6% | 0.2% |

An excerpt from above in order of their number in GAA spleen mod, descending.
SMILES | aGal spleen mod | GAA glycogen | GAA spleen mod | Tau ThT inhib | GAA inh | Tau FP inhib
COc1cccc(-c2csc(N3CCN(C(=O)Nc4ccccc4Cl)CC3)n2)c1 | 5.2% | -14.9% | 3.6% | ? | 5.2% | 4.1%
COc1ccc([N+](=O)[O-])cc1NC(=O)C(C)N1CCN(C(=O)c2ccco2)CC1 (stereo not drawn) | 3.1% | 16.8% | -0.2% | 2.7% | ? | 3.3%
O=C(CSCc1ccccc1)Nc1nccs1 | -13.4% | 9.1% | -7.3% | -11.6% | -5.5% | -3.3%

Remaining list, next part:
SMILES | HTT ATP protect | aGal spleen mod | GAA glycogen | GAA spleen mod | Tau fluor counter | Tau ThT inhib | GAA inh | Tau FP inhib
COc1cccc(NC(=O)Cn2c(=O)n(-c3cccc(OC)c3)c(=O)c3sc4ccccc4c32)c1 | . | . | -2.1%[76.3 µM] | . | -22.4% | 15.4% | . | ?
O=C(c1ccc2c(c1)OCO2)N1CCCC1 | 0.9% | 8.8% | -4.6% | -5.9% | -3.8% | -4.5% | 4.5% | 1.6%
c1ccc(CN(Cc2ccccc2)c2ncnc3c2nnn3Cc2ccccc2)cc1 | 10.5%[10 µM] | -6.2% | -0.2% | -5.1% | -9.6% | -7.0% | . | -2.8%
CCOC(=O)c1c(-c2ccccc2)cn2c(C)cc(C)nc12 | -4.4%[10 µM] | 13.8% | -10.4% | 9.5% | 17.5% | 0.2% | ? | 9.8%
O=C(NCC(=O)N(Cc1cccs1)C(C(=O)NC1CCCC1)c1ccncc1)c1ccco1 (stereo not drawn) | -14.3% | -5.3% | ? | -4.8% | -16.0% | ? | -5.4% | ?
CCCCOC(=O)C(C)c1c(C)[nH]c(=S)[nH]c1=O (stereo not drawn) | 3.9% | -2.8% | 4.1% | 2.9% | -6.1% | -5.6% | 0.5% | ?
O=C(NCc1ccccc1)c1cccc(NC(=O)c2ccco2)c1 | -7.1% | -5.4% | 9.3% | -9.0% | -5.4% | -8.6% | 0.2%[15.4 µM] | -11.2%
Cc1ccc(Sc2nc3c(c(=O)[nH]c(=O)n3C)n2CCc2ccccc2)cc1 | 15.6%[10 µM] | 1.5% | 0.8% | 4.5% | -0.3% | -10.3% | -2.3% | -6.4%
CCOC(=O)c1c(C)n(C)c2cc([N+](=O)[O-])c(O)c([N+](=O)[O-])c12 | 2.2%[10 µM] | 3.0% | 3.8% | -0.1% | -21.6% | 8.91µM* | 10.7%[15.4 µM] | -7.4%
COC(=O)C1C(c2ccc(OC)cc2)NC(=O)NC1(O)C(F)(F)Cl (stereo not drawn) | 17.3%[10 µM] | 11.6% | 4.3% | 4.5% | 5.5% | -2.1% | 2.3% | 7.5%

Assay outcomes as filed in PubChem.
